# Assay outcomes deposited in PubChem by National Center for Advancing Translational Sciences (NCATS).
# Tb PFK inh = blocks T. brucei phosphofructokinase | O15648 | Potency, µM (doses to about 57.5 µM), without a hit: at the highest dose activity, negative = inhibition, usual class: inhibitors | 330,000 compounds, 0.17% hits | T. brucei PFK, ADP-Glo luminescence | AID 485367;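 also: potency is read from the fitted curve at half-maximal effect; 0% = uninhibited 1x PFK enzyme wells and -100% = no-enzyme wells; nearly all actives have a fitted effect of over 60% in size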
#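 Activity is normalized to no-enzyme wells (full inhibition) and 1.25 nM enzyme wells (no inhibition). Reaction: 0.5 mM F6P, 0.1 mM ATP, 45 min RT, ADP-Glo luminescence; concentration-response curves fitted and classed by quality.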
# PTAP TSG101 blk = blocks PTAP/TSG101 interaction to inhibit HIV-1 budding | Q99816 | Fluorescence polarization, FITC-PTAP peptide / Tsg101 binding | Potency, µM (highest dose often 115 µM), for inactives: at the top dose activity change, negative = inhibition, most hits filed as inhibitors | 340,000 tested, under 10 active; active = well fitted inhibition curve with a large enough effect in the main read-out, with a control signal flat, not every such curve was filed as active; inconclusive = small, poorly fitted or top-dose-only effect, or effect the other way, or a change in a side signal; inactive = no such curve, though single readings can be large or run the other way; also: potency is read from the fitted curve at half-maximal effect; % of control where 0% means no effect
#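 Compounds were pin-transferred onto Tsg101 binding domain (10 uM final) in HEPES pH 7.5 buffer, then FITC-PTAP peptide was added at 50 nM final. After 20 min at RT, polarization reported peptide displacement across a qHTS concentration series.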
# Chronic BCR inh = chronic active BCR signaling inhibition; ABC-DLBCL IkBa-CBG/CBR reporter, luminescence ratio, 4 h; Potency, µM (top dose mostly 46.1 µM), for inactives: at the highest dose ratio change, negative = lower green/red ratio, hits mostly inhibitors; 340,000 compounds, 0.05% hits; active = well fitted inhibition curve with a large enough effect in the signal ratio, with a control signal flat, not every such curve was filed as active; inconclusive = small, poorly fitted or top-dose-only effect, or effect the other way, or a change in a side signal; the % refers to the signal ratio;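 also: potency is read from the fitted curve at half-maximal effect; plate controls were basal doxycycline-induced cells for no effect and cells given 10 µM MG132 for full effect; MG132 reads +100%, hits lower the ratio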
#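 Doxycycline induced both beetle luciferases in TMD8 lymphoma cells; IKK-driven degradation limits the IkappaBalpha-fused green signal, while red luminescence normalises for cell number and nonspecific effects. Compounds tested up to 46 uM, 4 hrs.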
# FBPA coupling cs = counter-screen for Giardia aldolase inhibitors: coupling enzyme system; activity change, negative = inhibition, % at 58.2 µM, hits read low; coupling enzyme system counterscreen, AmpLite Red fluorescence; 290,000 compounds, 0.67% hits; AID 2472; in the data active = activity change below about -30%; also: % is scaled to controls: 0 for no effect and ±100 for the full control effect
#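 First, compound is pin-transferred into glyceraldehyde-3-phosphate coupling-enzyme reagent at 57.5 uM final and held 10 min at RT. Next, substrate, coupling system and AmpLite Red are added. After 20 min RT, fluorescence (525/598 nm) is read.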
# PKM2 act = PKM2 (human) enzyme activation | P14618 | purified PKM2, Kinase-Glo ATP luminescence, activation; response scale: 0% is enzyme alone, no compound | Potency, µM (series often up to 57.5 µM), without a hit: at the top dose activation, actives largely listed as activators | 260,000 compounds, 0.34% hits | AID 1631; also: potency is read from the fitted curve at half-maximal effect; % is scaled to controls: 0 for no effect and ±100 for the full control effect; nearly all actives have a fitted effect of over 55% in size
#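 Purified hPK-M2 (>95%) run at intermediate activity with 0.1 mM ADP and 0.5 mM PEP in 50 mM imidazole pH 7.2, KCl, MgCl2; 1 h room temperature. ATP formed read by Kinase-Glo luminescence; normalized to uninhibited and no-enzyme controls.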
# B2AR arrestin = agonists driving beta-arrestin recruitment to human beta2-adrenergic receptor | beta-arrestin recruitment to beta2AR, cell-based reporter | Potency, µM (series often up to 46.1 µM), for the others: top-dose activation, hits mostly activators | 330,000 compounds, 0.02% hits | AID 492947;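 also: potency is read from the fitted curve at half-maximal effect; 0% = DMSO controls and full agonism = EC100 isoproterenol or metaproterenol; nearly all actives have a fitted effect of over 65% in size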
# Target sequence (P07550 whole entry, looked up): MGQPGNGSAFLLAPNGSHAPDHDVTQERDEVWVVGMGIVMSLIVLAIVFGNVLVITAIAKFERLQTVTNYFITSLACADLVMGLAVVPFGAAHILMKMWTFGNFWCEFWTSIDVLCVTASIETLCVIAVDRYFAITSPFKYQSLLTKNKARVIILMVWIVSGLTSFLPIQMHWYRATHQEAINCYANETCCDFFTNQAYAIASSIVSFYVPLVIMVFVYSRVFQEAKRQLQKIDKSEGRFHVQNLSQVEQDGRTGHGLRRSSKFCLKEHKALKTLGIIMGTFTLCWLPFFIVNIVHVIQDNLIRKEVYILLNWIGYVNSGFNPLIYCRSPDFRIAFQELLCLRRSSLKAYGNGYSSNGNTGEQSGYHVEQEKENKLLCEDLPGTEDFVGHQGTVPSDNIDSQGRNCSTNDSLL
# Menin-MLL TR inh = menin-MLL binding inhibition, Texas Red mutant peptide | O00255 | Menin + Texas Red MLL mutant peptide, fluorescence polarization | Potency, µM (series often up to 61.6 µM), for inactives: top-dose FP activity change, negative = inhibition, usual class: inhibitors | 270,000 compounds, 0.23% hits | AID 1768; active = well fitted inhibition curve with a large enough effect in the polarisation, with a control signal flat, not every such curve was filed as active; inconclusive = small, poorly fitted or top-dose-only effect, or effect the other way, or a change in a side signal; inactive = no such curve, though single readings can be large or run the other way; the % refers to the polarisation; also: potency is read from the fitted curve at half-maximal effect; % of control where 0% means no effect; many of its hits are not listed in these tables
# Target sequence (O00255 whole entry, looked up): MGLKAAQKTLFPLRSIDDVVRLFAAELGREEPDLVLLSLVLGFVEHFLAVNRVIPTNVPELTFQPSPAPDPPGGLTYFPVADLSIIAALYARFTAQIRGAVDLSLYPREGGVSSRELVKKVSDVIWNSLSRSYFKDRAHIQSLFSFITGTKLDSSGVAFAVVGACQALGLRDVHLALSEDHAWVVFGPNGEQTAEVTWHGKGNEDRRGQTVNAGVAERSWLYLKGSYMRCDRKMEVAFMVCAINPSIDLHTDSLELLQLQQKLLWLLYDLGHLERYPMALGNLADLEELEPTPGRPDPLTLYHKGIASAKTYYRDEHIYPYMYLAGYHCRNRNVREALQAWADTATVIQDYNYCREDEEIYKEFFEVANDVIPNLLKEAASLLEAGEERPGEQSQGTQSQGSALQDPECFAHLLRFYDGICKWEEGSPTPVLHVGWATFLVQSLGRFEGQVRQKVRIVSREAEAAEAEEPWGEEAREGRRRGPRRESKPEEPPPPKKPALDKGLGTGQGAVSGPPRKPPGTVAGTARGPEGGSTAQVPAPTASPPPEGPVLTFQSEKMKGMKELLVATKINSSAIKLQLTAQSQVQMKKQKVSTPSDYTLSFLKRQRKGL
# GALK inhibitor = inhibitors of human galactokinase; P51570; Purified GALK, Kinase-Glo residual ATP luminescence; Potency, µM (top dose mostly 57.5 µM), for inactives: top-dose activity change, negative = inhibition, hits mostly inhibitors; 270,000 compounds, 0.007% hits; AID 1868; also: potency is read from the fitted curve at half-maximal effect; % is scaled to controls: 0 for no effect and ±100 for the full control effect
#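 Compounds were pin-transferred into ATP buffer (35 uM final), then GALK plus galactose (5 nM, 100 uM final) was added. After 1 h at room temperature, Kinase-Glo Plus was added and luminescence read after 10 min.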
# Integrin act MD = integrin-mediated muscular dystrophy alleviation activation. alpha7betagal myoblasts, beta-gal FDG fluorescence, 48 h. Potency, µM (doses to about 38.3 µM), for inactives: top-dose activation, usual class: activators. 350,000 compounds, 0.064% hits;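 also: potency is read from the fitted curve at half-maximal effect; 100% = response of the positive control SU9516; nearly all actives have a fitted effect of over 60% in size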
#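 alpha7betagal+/- myoblasts (passage 13, 250/well) treated 48 h at 37C with compounds at 1:260 dilution of DMSO stock. Lysed, then beta-galactosidase activity read as FDG fluorescence (ex 480/em 540) after 30 min, with pre-read for autofluorescence.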
# Giardia kill = Giardia lamblia killing; Giardia lamblia trophozoite viability; activity change, % at 7.66 µM, hits read low; 340,000 compounds, 0.15% hits; in the data active = activity change below about -80%; inconclusive = between about -30% and that limit;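 also: parasites exposed to compound for two days anaerobically before the ATP read; % is scaled to controls: 0 for no effect and ±100 for the full control effect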
#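 Giardia trophozoites, 100 cells per well, were exposed to compounds for 48 hrs at 37 deg C under anaerobic conditions; viability was then read as ATP content by bioluminescence after 15-30 min at room temperature.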
# S-ASM inh = blocks human secretory acid sphingomyelinase. placental ASM, HMU-PC fluorogenic substrate, 60 min. Potency, µM (doses to about 57.5 µM), for inactives: at the highest dose activity change, negative = inhibition, usual class: inhibitors. 340,000 compounds, 0.006% hits; also: potency is read from the fitted curve at half-maximal effect
#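 Human placenta-derived ASM enzyme was preincubated with compound for 10 minutes at room temperature, then given fluorogenic substrate HMU-PC0 (9 uM final) for 60 minutes at 37 °C; a pH 10 stop preceded fluorescence reading at Ex 386/Em 447 nm.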
# Active calls of the source: *; ? = inconclusive; · = not tested or not shown; & = joins results of further samples; [ ] = remark or other dose. Unless noted, calls follow the shape of the dose curve; as a rule, active = well fitted curve in the direction sought with a large enough effect; inconclusive = small, poorly fitted or top-dose-only effect, or another doubt; inactive = no such curve, though single readings can be large; an effect the other way counts as inactive or inconclusive. An excerpt (hit frequency here may not be typical).
SMILES	B2AR arrestin	Chronic BCR inh	PKM2 act	Integrin act MD	GALK inhibitor	PTAP TSG101 blk	Giardia kill	Menin-MLL TR inh	Tb PFK inh	S-ASM inh	FBPA coupling cs
CCOc1ccccc1C(=O)N1CCC(n2nnc3cc(C(F)(F)F)ccc32)CC1	-0.3%	5%	-3%	-22%	1%	-1%	0	-7%	-4%	-1%	5
CN1CCN(S(=O)(=O)c2cccc(S(=O)(=O)c3cccc(S(=O)(=O)N4CCN(C)CC4)c3)c2)CC1	0.0%	?	0%	-2%	-1%	-3%	2	6%	3%	1%	1
COc1cccc(-c2nnc(SCC(=O)N3CCCC3=O)n2-c2ccccc2)c1	0.4%	0%	-5%	4%	3%	-7%	7	-13%	-2%	-3%	7
COc1cccc(CNc2ccc3[nH]c(=O)[nH]c3c2)c1OCc1ccccc1Cl	0.6%	?	5%	-15%	0%	-3%	22	-3%	-12%	-13%	1
CN(Cc1ccccc1)C(=O)COC(=O)c1cncc(Br)c1	0.1%	11%	0%	-24%	11%	0%	-13	-7%	0%	1%	2
Cc1cccc(C)c1OCc1cc(C(=O)N2CCN(c3ccccn3)CC2)no1	-0.4%	3%	·	-36%	-6%	1%	9	·	2%	-2%	·
C=CC[C@@H](Cc1ccc(F)cc1)C(=O)OC[C@H]1CCCN1C(=O)[C@@H](CC=C)CC(=O)N[C@@H](CO)Cc1ccccc1	0.1%	?	·	-32%	·	-3%	18	·	0%	-6%	·
COc1ccc2c(c1OC)C(=O)N(c1cccc(C)c1)C2	-0.2%	6%	-18%	16%	-4%	-7%	?	-5%	-16%	-7%	1
COc1ccc(CC(=O)N2CCC(n3nccc3NC(=O)C3CC3)CC2)cc1	-1.1%	2%	-9%	5%	-4%	·	-25	·	-1%	1%	·
O=C(NNC1=NS(=O)(=O)c2ccccc21)c1ccccc1	-0.9%	?	-1%	0%	-2%	-11%	?	·	7%	2%	0
Cc1cccc(C)c1NC(=O)COC(=O)C1CC1	0.0%	-1%	·	6%	·	-2%	1	·	-2%	6%	·
COc1cc(-c2nnc3sc(Cc4ccccc4)nn23)cc(OC)c1OC	0.1%	?	5%	9%	-1%	-9%	14	2%	8%	-12%	6
CNc1oc(C)nc1S(=O)(=O)c1ccccc1	-0.1%	2%	4%	1%	0%	-2%	-24	19%	7%	3%	-1
O=C(O)CC/C(=N/NC(=O)CNC(=O)c1ccc2c(c1)OCCO2)c1ccccc1	-1.2%	1%	·	-36%	5%	-4%	-12	0%	1%	-1%	7
OC1CCC(Nc2ncnc3sccc23)CC1 (centres undefined)	0.0%	-16%	·	10%	10%	0%	14	2%	1%	2%[11.5 µM]	1
COc1cc(OC)cc(C(=O)NC(C(=O)NCCc2ccccn2)C(C)C)c1 (centres undefined)	5.8%	?	·	0%	·	-1%	0	·	-1%	-1%	·
O=C(CSc1nc2ccccc2s1)NNC(=S)Nc1ccc(Cl)cc1	-0.9%	8%	1%	20%	3%	-1%	4	?	14%	-2%	6
O=C(COc1coc(CN2CCN(Cc3ccccc3)CC2)cc1=O)Nc1ccccc1	-1.4%	-2%	·	0%	·	-1%	-13	·	1%	2%	·
CCOC(=O)c1ccc(NC(=O)Cn2c(=O)oc3ccccc32)cc1	0.2%	1%	-1%	-11%	-3%	1%	16	18%	-3%	4%	1
CC1CCCCC1NS(=O)(=O)c1ccc2c(c1)CCC(=O)N2 (centres undefined)	0.2%	1%	·	-8%	·	-7%	-24	·	-8%	0%	·
C/C=C/c1ccc(OCCNCc2ccccc2)c(OC)c1	0.4%	?	1%	-22%	-4%	-2%	-12	1%	-2%	2%	1
Cc1ccc(-c2nn(-c3ccccc3)cc2CN(Cc2ccccc2)C(=O)c2ccco2)o1	0.0%	-28%	25µM*	0%	1%	-13%	9	-4%	-17%	-6%	7
CCc1cccc(CC)c1NC(=O)COC(=O)C1(C)CC1(Cl)Cl (centres undefined)	0.1%	?	15%	?	11%	-4%	7	4%	-1%	-2%	0
Cc1[nH]c2ccc(C(=O)NCc3ccccn3)cc2c1C	-0.6%	-1%	-4%	-16%	8%	-4%	5	-1%	5%	3%	1
COc1ccc(C(C#N)N2CCC(c3ccccc3)=N2)cc1 (centres undefined)	6.3%	?	·	-13%	3%	-4%	-18	-18%	2%	3%	3
O=C(c1cc(-c2cccc(O)c2)on1)N1CCCCC1	-1.8%	?	-13%	-1%	-3%	-6%	-20	-4%	-3%	-2%	2
COc1ccccc1CNC(=O)CS(=O)(=O)c1ccccc1	-0.8%	7%	-3%	?	-3%	-2%	35[activator]	0%	-2%	0%	-2
CCc1ccc(NC(=S)N2CCN(c3cccc(C(F)(F)F)c3)CC2)cc1	-0.4%	?	-1%	16%	0%	-1%	-5	27%	0%	0%	0
C#CCNC(=O)C1=C[C@@H](c2ccc3c(c2)OCO3)[C@H](CCCO)[C@@H](OCC)O1	-0.2%	5%	2%	9%	3%	-2%	9	-20%	-3%	5%	7
CC(=O)CSc1nc(C(F)(F)F)cc(=O)n1-c1ccccc1	0.3%	?	3%	-38%	-3%	-5%	-14	8%	-7%	5%	0
COc1ccc(C2=NN(CC(=O)Nc3cc(C)ccc3C)C(=O)CC2)cc1	-0.2%	0%	1%	-7%	-1%	-6%	1	·	1%	-3%	0
O=C(c1ccccc1)C1C(c2ccccc2)C1[N+](=O)[O-] (centres undefined)	-0.4%	4%	3%	-23%	2%	-2%	-6	·	-1%	-1%	2
O=C(NCc1ccc2c(c1)OCO2)c1c(Cl)cccc1Cl	-1.1%	-1%	-1%	15%	3%	0%	-9	0%	-8%	0%	7
Cc1ccc(C(=O)CSc2nnc(C(C)C)n2C)cc1C	-0.1%	-9%	-28%	6%	1%	-3%	0	4%	0%	-5%	1
O=C(CCNC(=O)Cn1ccc2ccccc2c1=O)NCCC1=CCCCC1	-0.4%	-16%	-1%	23%	5%	-2%	19	-4%	-6%	-2%	1
CC(C)N=C(NC#N)SCc1ccccc1F	-0.2%	-4%	-1%	21%	-2%	-11%	1	33%	1%	4%	3
COc1ccc(NC(=O)C(NC(C)=O)C(=O)NCc2ccc(F)cc2)cc1 (centres undefined)	0.3%	-19%	-2%	-4%	2%	-2%	-3	-1%	-5%	4%	0
N#C/C(=C\c1ccc(-c2ccccc2)o1)C(=O)Nn1cnnc1	0.3%	2%	-8%	?	-6%	-8%	-10	-14%	0%	-2%	-11
Cc1nc2c(C)cccn2c1/C(O)=C1\C(=O)C(=O)N(CCN2CCOCC2)C1c1cccs1 (centres undefined)	-0.2%	2%	0%	-19%	-2%	-3%	3	7%	-2%	-2%	-1
O=C(NCC(=O)N1CCCCC1)c1sc2ccccc2c1Cl	0.0%	?	·	-17%	·	-1%	-14	·	-1%	3%	·
COc1ccc(C2CC(c3cccs3)=NN2C(=O)COC(=O)c2cc3ccccc3cc2O)cc1OC (centres undefined)	-0.7%	7%	0%	10%	2%	1%	-7	6%	-2%	7%	-2
COC(=O)CCCC1=CC2=C(c3ccccc3)C(=O)C(C)(OC(=O)C3CCCC3)C(=O)C2=CN1C(CO)CO (centres undefined)	0.0%	-1%	-1%[11.5 µM]	-8%	-1%	4%	15	2%[11.7 µM]	-3%	7%	-13&-20
CCOC(=O)c1sc(C)c2c1NC(c1ccc(Cl)cc1)NC2=O (centres undefined)	0.2%	1%	-2%	3%	0%	-7%	?	-2%	-2%	119%[activator]	4
Cc1csc(NC(=O)CCNS(=O)(=O)c2ccc3c(c2)c(=O)n(C)c(=O)n3C)n1	-0.7%	1%	-14%	21%	5%	·	-19	19%	-4%	-1%	-4
CCN1CCN(C(=O)/C(C#N)=C/c2ccc(OC(F)F)cc2)CC1	-0.1%	?	-12%	5%	-3%	-1%	9	-3%	3%	-1%	-3
Cc1ccccc1-c1noc(CCC(=O)NC2CCCCC2)n1	-1.0%	-7%	-9%	16%	-2%	1%	-18	1%	1%	4%	0
